# bCat nuc transl: alters nuclear translocation of beta-catenin in HeLa cells | 190,000 compounds, 0.3% hits | nuclear translocation activity, % at 5 µM | AID 1665 | immunofluorescence imaging;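 active = nuclear translocation activity above 50% at 5 µM, with a well cell count of 50 or more; inconclusive = wells under 50 cells across six images, flagged as toxic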;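 note: per-cell ratio of nuclear to cytoplasmic median beta-catenin stain intensity; plate controls were DMSO negative control for no effect and GSK-3 inhibitor IX positive control for full effect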
#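 System: HeLa cells, endogenous beta-catenin; compound dosing: 5 µM primary single dose, 0.1% DMSO, 0.02–20 µM confirmation series; incubation: 24 h compound exposure at 37°C, 5% CO2; signal: beta-catenin immunofluorescence imaging with DAPI; evaluation: % activation, nuclear-to-cytoplasmic median beta-catenin signal ratio per cell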
# ER stress rescue: rescue of cells from ER stress-induced death, primary screen, 384-well, CSM14.1, thapsigargin, ATP luminescence (AID 1222); CSM14.1 thapsigargin-induced death rescue, ATP luminescence; higher % means a stronger effect; cellular ATP content (survival), % at 20 µM; hits with a dose series show EC50 in µM; 190,000 tested, under 10 active;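 active = EC50 below 50 µM in the dose-response confirmation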;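 note: death triggered by thapsigargin at about 15 µM added after 2 h compound pretreatment; cell ATP read after overnight thapsigargin exposure of roughly 18 to 22 hours; normalized against plate controls of thapsigargin alone and 5% DMSO vehicle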
# Ins promoter up: MIN6 insulin promoter up-regulation; MIN6 insulin promoter-GFP reporter, high-content imaging; stronger effect = higher value; z-score at 5 µM; 190,000 compounds, 0.3% hits; AID 1625;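 active = z-score above 3 at 5 µM with at least 500 cells counted in the well; inconclusive = wells under 500 cells, flagged as cytotoxic or low count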
# PhoP inhibition: PhoP-dependent GFP reporter repression – Salmonella Typhimurium, primary screen (AID 1863); S. Typhimurium PhoP-regulated promoter GFP reporter, 4 h; higher % means a stronger effect; one-dose inhibition, % at 50 µM; IC50 in µM for titrated hits; 300,000 compounds, 0.16% hits;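 active = inhibition over 29.93%, a cutoff 3 SD above the screen mean, later confirmed by dose response; inconclusive = inhibition over 29.93% but no dose response follow-up; inactive = inhibition at most 29.93% or unconfirmed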;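 note: 0% = low Mg2+ inducing control and 100% = high Mg2+ repressing control; strong numbers were not always called active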
# Dynein transport: blocks dynein driven cargo transport along microtubules; 3617.4 mouse cells, GR-EGFP nuclear translocation imaging; test concentration mostly 20 µM; stimulated with dexamethasone, 1 µM; stronger effect = lower value; 220,000 compounds, 0.47% hits; z-score, hits read low;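 active = plate z-score of nuclear minus cytoplasmic receptor signal below a set negative limit, without overly bright fluorescence or cell loss, cut at about -3.5 in these data, passing the limit was not always enough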;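 note: z-score of nuclear minus cytoplasmic ring GR-EGFP intensity difference per well; some compounds called inactive have numbers as strong as hits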
#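 Medium: Induction medium lacking tetracycline, stripped serum | Probe or stimulus: 1.0 µM final dexamethasone stimulus | Schedule: 48 h induction, then 1 h compound, then 30 min agonist, 37 °C | Signal: Automated 10x imaging of fixed Hoechst-stained cells | Evaluation: Per-cell GR-EGFP intensity, nucleus versus surrounding cytoplasmic ring, well-averaged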
# T cell HTS: T cell immune modulators affecting CD8 T cell-vesicle binding; 2C CD8+ T cell-vesicle binding, flow cytometry; stronger effect = lower value; calls only at 7 µM; 330,000 compounds, 0.068% hits; AID 2052;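 active = response, share of CD8 T cells binding vesicles, and their 90th percentile fluorescence all below set limits, cut at about 80% in these data, passing the limit was not always enough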
#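 Assay system – 2C mouse CD8+ T cells · Also added – QL9-loaded Drosophila micro-vesicles · Timing – Cell–vesicle co-incubation 1.5 h at 37 °C, staining 20 min on ice · Signal – flow cytometry of vesicle-bound cells · Measure – percent CD8+ FL2 mean versus row control · Controls – Peptide-free naked vesicles (low) and QL9 vesicles with 0.7% DMSO vehicle (high)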
# MT stabilizer: microtubule stabilization, imaging screen | % tubulin-high responders, % at 10 µM | 200,000 compounds, 0.83% hits | AID 2205 | HeLa tubulin immunostaining HCS, 24 h; share of cells brighter than vehicle mean+2SD;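 active = plate Z-score above 3 for both tubulin-high and condensed-nucleus cell shares, with cell loss under 80%, at 10 µM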;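 note: anti alpha tubulin signal scored within the nucleus-defined area of each cell; some results filed as inactive read as strong as hits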
# Autophagy mod: modulators of autophagy; AID 463193; calls only at 10 µM (by protocol); MEF GFP-LC3 puncta imaging; test concentration mostly 10 µM; 190,000 compounds, 0.98% hits;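 active = percentage of spot-positive cells more than 3 SD above its plate mean, without a fluorescence outlier flag or 80% toxicity; inconclusive = no clear call, values can overlap the other calls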;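 note: spot-positive cell cutoff set from DMSO-treated cells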
# Lipid droplet: hepatic lipid droplet formation modulation; AML12 mouse hepatocytes, oleate lipid droplets, BODIPY imaging; inhibition, % at 6.5 µM; 240,000 compounds, 0.4% hits; AID 1656;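 active = lipid droplet intensity inhibited by at least 50%, with more than 500 cells counted; inconclusive = wells with under 300 cells, treated as cytotoxic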
#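 Technique: fluorescence imaging, 20x objective, two fields per well / Assay system: AML12 hepatocytes (mouse) / Measure: % inhibition of lipid droplet signal / Doses: 6.5 µM single-point dosing / Incubation: overnight exposure / Reagent: 100 µM oleic acid challenge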
# Dynein transport cytoplasmic EGFP: second read-out of Dynein transport, no call of its own (marks repeat the call); z-score; measured here: cytoplasmic GR-EGFP intensity; stronger effect = higher value
# Dynein transport nuclear GR-EGFP: further read-out of Dynein transport, marked with its call; z-score; measured here: nuclear GR-EGFP intensity;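 lower value marks the stronger effect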
# Dynein transport cell count: second read-out of Dynein transport, no call of its own (marks repeat the call); z-score; measured here: cell count per field
# Ins promoter up cell count: recorded beside Ins promoter up, whose call it bears; cell count; measured here: cytotoxicity, nuclei count;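 total cells summed across four imaged fields per well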
# Lipid droplet cells 6.5 µM: further read-out of Lipid droplet, marked with its call; cell count; measured here: cell count, cytotoxicity flag;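 cells counted across two imaged fields per well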
# bCat nuc transl cell count 5 µM: recorded beside bCat nuc transl, whose call it bears; cell count; measured here: cell count, cytotoxicity flag
# T cell HTS vesicle-bound %: recorded beside T cell HTS, whose call it bears; double positive events, %; measured here: CD8+ vesicle-bound cell fraction;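 binding gate set so that unloaded-vesicle control wells show 10% double positive cells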
# MT stabilizer Hoechst-high %: further read-out of MT stabilizer, marked with its call; % Hoechst-high responders; measured here: nuclear condensation Hoechst responders;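 share of cells brighter than vehicle mean plus two SD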
# MT stabilizer cytotoxicity %: second read-out of MT stabilizer, no call of its own (marks repeat the call); toxicity, %; measured here: cytotoxicity by cell density;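 0% = mean cell density of plate MIN control wells and 100% = no cells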
# Autophagy mod cell loss 18 h: further read-out of Autophagy mod, marked with its call; toxicity, %; measured here: cell loss, nuclei count;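 cell loss after 18 h compound exposure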
# Starred values were filed as active, the others as inactive; i = inactive; ? = inconclusive; . = no result given.
SMILES,bCat nuc transl,bCat nuc transl cell count 5 µM,ER stress rescue,Ins promoter up,Ins promoter up cell count,PhoP inhibition,Dynein transport,Dynein transport cytoplasmic EGFP,Dynein transport nuclear GR-EGFP,Dynein transport cell count,T cell HTS,T cell HTS vesicle-bound %,MT stabilizer,MT stabilizer Hoechst-high %,MT stabilizer cytotoxicity %,Autophagy mod,Autophagy mod cell loss 18 h,Lipid droplet,Lipid droplet cells 6.5 µM
CCOc1ccc(/C=N/NC(=O)Cc2cccs2)cc1,-1.2,1353,.,-0.03,1125,-5%,-0.91,-0.22,-0.41,0.77,i,42,.,.,.,.,.,0,729
CCc1nnc(NC(=O)CSc2nnc(-c3cc4ccccc4cc3O)n2CCOC)s1,-0.9,951,0.3%,1.3,1478,-4%,-0.3,0.12,0.32,-0.83,i,20,3.9,1.6,3.9,i,4,.,.
Cn1c(N)c(N2CCN(c3ccccc3)CC2)c(=O)[nH]c1=O,-4.0,1122,0.5%,0.49,1407,1%,-0.17,0.06,0.22,0.13,i,58,3.6,2.2,10,i,4,-2,701
Cc1ccc2c(c1C)NC(C)CC2C (stereo unspecified),-0.3,1065,.,-0.5,1217,3%,0.19,-0.28,0.4,2.4,i,50,3.1,2.0,36,i,8,-18,607
Clc1ccc(-c2nnc3ccccn23)cc1,.,.,1.8%,0.92,1353,4%,-0.56,-0.22,-0.48,0.92,i,44,2.8,1.5,1.1,i,-4,-9,736
Fc1ccc(Cn2c(-c3cscn3)nc3ccccc32)c(Cl)c1,.,.,-1.0%,-0.09,890,4%,0.67,-0.2,0.19,-0.13,i,41,1.3,1.0,3.7,i,1,-2,792
CCN1CCCC1CNC(=O)C(=O)NCc1ccccc1 (stereo unspecified),-1.1,1044,0.3%,-0.54,1232,10%,0.72,0.79,0.52,-0.81,i,41,3.3,1.3,6.2,i,-11,5,709
CCOc1ccc(C(=O)Nc2c3c(nn2-c2cccc(C)c2C)CS(=O)C3)cc1 (stereo unspecified),-6.5,1200,-1.0%,-0.4,1069,3%,-1.1,-0.25,-0.52,0.79,i,32,2.7,3.1,9.3,i,0,.,.
Cc1cc2c(c(=O)n1Cc1ccco1)C(c1cccnc1)C(C#N)=C(N)O2 (stereo unspecified),-0.8,1194,-0.5%,-0.28,1257,-11%,-0.48,-0.082,-0.33,0.2,i,29,1.0,1.9,7.7,i,6,.,.
Cc1cc(C)nc(NS(=O)(=O)c2ccc(NC(=O)Cn3c(=O)oc4ccccc43)cc2)n1,.,.,-1.3%,0.28,947,3%,-0.65,0.61,-0.18,-0.18,i,42,2.2,2.6,8.1,i,8,.,.
O=C(CC1C(=O)NCCN1Cc1ccc(-c2ccccc2)cc1)NCc1ccccc1 (stereo unspecified),1.3,868,-0.4%,0.75,1468,.,0.82,0.36,1.2,-1.6,i,27,1.9,1.2,2.5,i,-1,-4,731
COC(=O)c1ccc(OC(=O)C2CC(=O)N(c3ccc(C)cc3C)C2)cc1 (stereo unspecified),.,.,-0.5%,-0.31,1301,-7%,-0.37,-0.13,0.19,-0.49,i,28,3.7,1.0,26,i,7,0,682
CCOC(=O)c1cnn(-c2nc(-c3ccccc3F)cs2)c1C(F)(F)F,-0.4,1316,1.4%,0.21,1633,1%,-0.21,-0.49,0.068,0.2,i,30,2.8,3.1,3.3,i,37,.,.
Cc1csc(NC(=O)c2ccc(C)o2)n1,-4.4,574,-2.7%,-0.51,1278,3%,-0.26,-0.27,-0.12,0.85,i,39,5.2,1.8,8.6,i,14,26,674
O=C(Nc1ccc(Cl)cc1)Nc1nnc(-c2ccncc2)s1,.,.,0.9%,-0.31,1035,-8%,0.42,-0.27,0.13,-0.18,i,25,2.6,2.0,6.1,i,-1,-12,616
COc1ccc2c(c1OC)C(=O)OC2Nc1nc(-c2cccc([N+](=O)[O-])c2)cs1 (stereo unspecified),-0.3,1015,.,-0.63,1380,3%,-0.068,-0.15,0.011,0.55,i,31,.,.,.,.,.,-3,757
COc1ccc2nc(NC(=O)CC3Oc4ccccc4NC3=O)sc2c1 (stereo unspecified),0.1,1352,.,-0.36,1035,-9%,0.015,0.11,0.62,-0.36,i,33,.,.,.,.,.,0,713
CCOC(=O)Cc1csc(/C(=N/O)C(N)=O)n1,.,.,-2.9%,1.1,1313,1%,-0.13,-0.096,0.43,-1.7,i,20,3.7,1.0,1.6,i,4,5,774
COc1ccc(CNc2ncnc3cc(Cl)ccc23)cc1,-0.8,1001,3.2%,0.36,1414,8%,0.54,-0.26,0.4,-0.095,i,32,1.3,2.3,3.9,i,24,-2,713
Cc1ccccc1-n1c(SCC(=O)c2c(N)n(C)c(=O)n(C)c2=O)nnc1-c1cccnc1,.,.,-1.6%,0.3,1327,-14%,-0.94,-0.31,-0.65,0.84,i,58,2.7,3.2,10,i,-3,7,735
O=C(O)c1cc2c(cc1Br)OCCCO2,.,.,-2.3%,-0.22,1132,12%,-0.19,-0.22,-0.15,-0.92,i,29,1.4,2.4,8.1,i,-9,2,743
Oc1c(Cl)cc(Cl)cc1C1Nc2ccccc2-n2cccc21 (stereo unspecified),-1.3,1020,.,-0.18,1325,-1%,1.1,-0.14,0.32,-0.27,i,25,.,.,.,.,.,-13,739
O=C(N/N=C/c1cc([N+](=O)[O-])ccc1O)C12CC3CC(CC(C3)C1)C2,3.8,1032,.,0.98,963,1%,-0.64,-0.24,-0.29,0.78,i,22,4.6,1.9,2.9,i,4,8,694
O=C(COc1ccccc1/C=C1/NC(=O)NC1=O)Nc1ccccc1,-3.7,493,1.2%,0.1,1123,-18%,0.011,-0.22,0.19,-0.073,i,38,2.5,1.9,9.4,i,3,22,616
CN(Cc1ccccc1)C(=O)COC(=O)c1cc(-c2ccc(Cl)s2)nc2ccccc12,.,.,0.4%,-0.79,771,12%,-0.31,-0.17,0.25,0.64,i,31,2.5,1.6,9.9,i,4,-7,748
O=C(Nc1ccc(Cl)cc1)Nc1ccc(N2CCCC2)c(S(=O)(=O)Nc2ccccc2Cl)c1,-0.5,1029,-0.8%,-3.9,638,4%,-0.34,-0.14,-0.081,0.53,i,38,8.9,2.3,9.1,i,20,-22,680
CN(C)c1nc2sc3c(c2c(=O)n1C)CC(C)(C)OC3,-1.8,1182,-3.1%,-0.24,998,0%,-0.62,-0.31,-0.25,0.45,i,9,4.1,4.4,6.8,i,4,.,.
CCCCN(C)Cc1cc(=O)oc2cc3c(cc12)CCCC3,-0.2,1290,.,-1.3,1400,-1%,-0.48,-0.3,-0.38,0.7,i,59,.,.,.,.,.,33,683
CC12C=CC(=O)C=C1CCC1C3CCC(O)(C(=O)CO)C3(C)CC3OC312 (stereo unspecified),1.0,1090,3.1%,0.14,1457,.,-0.37,-0.2,0.26,-0.39,i,20,2.2,2.0,6.8,i,3,5,731
CN(C)c1cc[n+](CC(=O)c2ccc(-c3ccccc3)cc2)cc1,2.6,987,-8.2%,?,.,2%,-0.83,-0.27,-0.33,0.9,i,42,3.6,2.2,0.5,i,26,2,653
CCOC(=O)c1cc2sc(C)cc2n1CC(=O)N1CCN(C(=O)c2ccco2)CC1,0.8,1325,2.6%,-0.28,1503,-2%,-0.32,-0.22,-0.091,0.9,i,62,1.3,2.2,7.6,i,-8,.,.
Cc1ccc(NC(C)C(=O)N/N=C/c2c[nH]c3ccccc23)cc1 (stereo unspecified),-0.3,524,8.9%,-1.1,1296,-18%,-0.52,-0.29,-0.54,0.73,i,54,1.2,2.6,7.1,i,2,-17,621
O=C(N/N=C/c1ccc(Br)cc1)c1ccc(F)cc1,2.0,1088,2.9%,0.46,1512,-20%,-0.89,-0.29,-0.62,0.33,i,56,3.0,2.5,4.5,i,4,3,630
O=C(c1ccc(OC2CCN(Cc3ccccn3)CC2)cc1)N1CCCCCC1,-0.3,1042,0.1%,-0.98,1443,-2%,-0.26,-0.32,-0.14,0.27,i,25,4.4,2.4,5.6,i,-2,0,695
Cc1ccc(C(=O)OCC(=O)NC(=O)c2cccn2C)cc1,.,.,-1.3%,1.2,826,-2%,-0.71,0.21,-0.18,0.67,i,12,1.2,1.2,4.9,i,1,.,.

# High-throughput results: PubChem BioAssay, several laboratories
